TcdB inh – blocks C. difficile toxin B glycohydrolase activity; P18177; TcdB glycohydrolase enzymatic assay, plate reader; inhibition, % at 9.99 µM; 350,000 compounds, 0.24% hits; AID 652162; in the data active means inhibition above about 10%
Mtb BioA inh – inhibitors of Mycobacterium tuberculosis BioA enzyme; purified M. tuberculosis BioA enzyme, plate reader; inhibition, % at 9.99 µM; 360,000 compounds, 0.096% hits; in the data active means inhibition above about 40%; inconclusive means no clear call, values can overlap the other calls
PfHsp40 yeast – rescue of PfHsp40-mediated yeast toxicity; growth rescue, % at 12.5 µM; 340,000 compounds, 0.68% hits; S. cerevisiae expressing PfHsp40, growth rescue, ATP luminescence; in the data active means growth rescue above about 28%, passing the limit was not always enough; inconclusive means no clear call, values can overlap the other calls;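 further: yeast W303a lacking pdr1 and pdr3 grown in galactose medium; growth measured after three days at 30 °C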
Vc quorum ag – induces V. cholerae light production without autoinducers; activation, % at 18.7 µM; 350,000 compounds, 0.16% hits; V. cholerae BH1578 lux reporter, luminescence, 6 h; in the data active means activation mostly above about 9.7%, no sharp cut-off; inconclusive means no clear call, values can overlap the other calls; inactive means mostly below about 3.7%; further: not every result past the cut was called active; inactives centre near 0; reference of the scale not given here
Y pestis TopoI – blocks Yersinia pestis topoisomerase I activity. Y. pestis Topo-I cleavage product accumulation, plate reader. activity, % at 10 µM. 360,000 compounds, 0.064% hits; in the data active means activity above about 50%, passing the limit was not always enough; inconclusive means no clear call, values can overlap the other calls; further: inactives centre near 2
GDH-TPI inh – counter-screen for M. tuberculosis FBA inhibitors: GDH-TPI coupled enzymes | GDH-TPI coupled enzyme counterscreen, NADH absorbance | inhibition, % at 4.8 µM | 360,000 compounds, 1.2% hits; in the data active means inhibition above about 30%;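 further: 0% = DMSO wells and 100% = wells lacking the enzyme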
FBA Mtb inh – inhibitors of M. tuberculosis fructose-bisphosphate aldolase; P9WQA3; inhibition, % at 1 µM; 360,000 compounds, 2.3% hits; purified M. tuberculosis FBA, fluorescence read-out; AID 588726; in the data active means inhibition above about 27%;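 further: 0% = vehicle and 100% = reference inhibitor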
Target sequence (P9WQA3 whole entry, looked up): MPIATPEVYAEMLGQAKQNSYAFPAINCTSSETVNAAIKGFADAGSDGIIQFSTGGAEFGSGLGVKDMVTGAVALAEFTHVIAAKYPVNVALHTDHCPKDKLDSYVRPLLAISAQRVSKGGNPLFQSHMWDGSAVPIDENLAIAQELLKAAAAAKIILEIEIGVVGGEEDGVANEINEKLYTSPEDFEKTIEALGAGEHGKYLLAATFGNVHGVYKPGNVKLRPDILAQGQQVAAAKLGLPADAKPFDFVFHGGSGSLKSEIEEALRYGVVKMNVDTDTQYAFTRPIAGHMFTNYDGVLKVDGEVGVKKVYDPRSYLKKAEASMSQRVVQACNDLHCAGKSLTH
UGM FP inh – inhibitors of M. tuberculosis UDP-galactopyranose mutase; inhibition, % at 10 µM; 320,000 compounds, 0.06% hits; purified UGM, fluorescence polarization probe displacement; P9WIQ1; AID 504406; in the data active means inhibition above about 10%, passing the limit was not always enough; inconclusive means no clear call, values can overlap the other calls
Target sequence (P9WIQ1 whole entry, looked up): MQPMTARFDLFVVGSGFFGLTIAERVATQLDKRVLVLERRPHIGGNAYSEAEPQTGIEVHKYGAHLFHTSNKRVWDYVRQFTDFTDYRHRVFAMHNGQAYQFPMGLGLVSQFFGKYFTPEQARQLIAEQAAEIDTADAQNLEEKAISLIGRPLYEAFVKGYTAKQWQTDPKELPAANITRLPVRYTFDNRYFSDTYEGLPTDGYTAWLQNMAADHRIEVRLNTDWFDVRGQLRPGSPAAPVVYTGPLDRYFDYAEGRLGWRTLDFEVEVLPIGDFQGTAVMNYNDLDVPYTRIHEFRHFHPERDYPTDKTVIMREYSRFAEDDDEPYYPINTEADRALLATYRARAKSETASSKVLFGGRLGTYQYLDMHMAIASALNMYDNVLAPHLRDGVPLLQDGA
FadD28 binding – blocks FadD28 binding to the bisubstrate probe. 360,000 compounds, 0.22% hits. fluorescence polarization. inhibition, % at 12.5 µM; in the data active means inhibition above about 8.5%, passing the limit was not always enough; inconclusive means no clear call, values can overlap the other calls
Numbers without * were called inactive; i = inactive; ? = inconclusive; . = not tested or not shown.

Below each SMILES: Mtb BioA inh	TcdB inh	Vc quorum ag	PfHsp40 yeast	UGM FP inh	FBA Mtb inh	GDH-TPI inh	FadD28 binding	Y pestis TopoI
1) Cc1cccc(C)c1N(CC(=O)N1CCN(C)CC1)S(C)(=O)=O
    -4.3	.	-0.6	0.8	1.0	6	7	1.7	-5
2) O=C(NCCN1CCOCC1)Nc1cccc(Cl)c1
    -2.3	2.1	i	0.9	1.8	-1	1	-0.9	0
3) CC(=O)Nc1ccc(NC(=O)C(C)OC(=O)C2CCCCC2)cc1 (centres undefined)
    0.4	0.1	-1.0	-0.4	0.9	-1	2	-0.6	9
4) Cn1c(CNC(=O)c2ccc(F)cc2)cc2ccccc21
    -0.3	0.9	i	0.8	-2.1	0	16	-1.7	-5
5) CCOc1ccccc1/C=N/NC(=O)CNC(=O)c1cccs1
    .	1.6	0.4	-1.0	-3.6	0	7	1.5	-6
6) COc1c(C)cccc1C(=O)Nc1ccc(N2CCOCC2)c(Cl)c1
    .	.	0.6	1.0	-1.6	-1	6	-2.9	12
7) CCCCOc1ccc(CN(CCO)CCO)cc1[N+](=O)[O-]
    .	0.2	-1.8	0.7	-1.9	1	18	-1.9	-12
8) O=C1CCC(C(=O)N2CCC(O)CC2)CN1CCc1ccc(Cl)cc1 (centres undefined)
    -0.2	0.7	i	0.1	2.7	-2	0	.	5
9) O=C(OCCN=C1NS(=O)(=O)c2ccccc21)c1ccco1
    .	2.6	-0.6	-1.6	0.2	-1	5	-1.8	0
10) COc1ccc(/C=C/C(=O)NCC(=O)N/N=C/c2ccc(OC)cc2)cc1
    .	0.2	-0.3	1.4	-1.7	3	7	-0.5	8

The results go on.
Below each SMILES: Mtb BioA inh	TcdB inh	Vc quorum ag	PfHsp40 yeast	UGM FP inh	FBA Mtb inh	GDH-TPI inh	FadD28 binding	Y pestis TopoI
11) O=C(Cc1ccsc1)Nc1cc(F)ccc1F
    1.2	0.9	-9.4	0.3	2.1	-4	10	-5.5	8
12) COc1ccccc1CN1C(=O)C(=O)N(Cc2cccc(C)c2)C1=O
    .	2.3	-0.3	2.1	-0.6	-1	1	-3.9	13
13) O=c1[nH]cnc2nc(-c3ccc(N(CCCl)CCCl)cc3)[nH]c12
    -1.7	-0.8	1.0	0.8	.	.	47*	-1.9	-1
14) CN1C(=O)CC(N2CCC(c3nc4ccccc4[nH]3)CC2)C1=O (centres undefined)
    2.5	0.3	-0.4	-0.3	-2.2	4	6	-1.6	6
15) CC1CCCCC1NC(=O)CSCC(=O)O (centres undefined)
    0.2	.	-0.3	-1.3	2.8	1	9	-1.0	-6
16) COc1ccc(CCNCc2ccc(Br)cc2)cc1OC
    1.4	0.2	-1.4	-2.4	0.0	2	4	2.2	0
17) Cc1ccc(C)c(NC(=O)CN(C)C(=O)c2nn(C)c(=O)c3ccccc23)c1
    .	1.0	-0.4	0.6	-1.8	0	-2	-0.9	1
18) Cc1ncc(CO)c(/C=N/NC(=O)c2cc3c(s2)CCCC3)c1O
    .	-13	-0.3	19	-1.2	6	3	-8.7	-12
19) O=C1c2ccccc2C(O)(c2ccccc2)N1C1CC1 (centres undefined)
    -0.5	1.7	-0.5	0.9	-0.8	1	-5	-3.0	0
20) O=C(NCc1ccco1)/C(=C/C=C/c1ccccc1)NC(=O)c1ccco1
    .	1.0	-0.3	-0.6	-0.5	0	18	-1.7	5

Remaining list, next part
Below each SMILES: Mtb BioA inh	TcdB inh	Vc quorum ag	PfHsp40 yeast	UGM FP inh	FBA Mtb inh	GDH-TPI inh	FadD28 binding	Y pestis TopoI
21) O=C(COC(=O)C1CCC(=O)N1)Nc1ccc(Oc2ccccc2)cc1 (centres undefined)
    1.5	1.4	-0.8	-0.4	1.9	0	-6	-2.8	1
22) O=C(Nc1cccc(F)c1)c1ccc(-c2ccccc2Cl)o1
    2.1	.	-0.6	?	2.0	-1	16	-8.4	-8
23) O=C(NNC(=O)c1ccccc1-n1cccc1)c1ccc(Cl)c(Cl)c1
    -2.4	.	i	-1.2	1.1	0	-4	-0.2	1
24) COc1ccccc1NS(=O)(=O)c1ccc(NC(=O)c2nc3nc(C)cc(C(F)F)n3n2)cc1
    -1.0	.	i	0.2	-0.2	0	4	-4.8	18
25) COc1cc(/C=C/c2nc3ccccc3c(=O)[nH]2)cc(Br)c1O
    -1.9	2.3	-0.1	-0.6	1.8	1	9	-2.0	4
26) S=C(NCCCN1CCOCC1)NN=C1c2ccccc2-c2ccccc21
    0.6	0.5	i	.	.	3	11	-0.7	3
27) Cc1ccc(-n2cccc2/C=C2\C(=N)N3N=C(c4ccco4)SC3=NC2=O)cc1
    .	-0.8	i	-0.2	-1.0	-3	1	-3.7	-6
28) CC1(C(=O)NCc2ccc(F)cc2)Oc2ccccc2NC1=O (centres undefined)
    .	0.3	-1.0	-0.3	.	5	5	-1.3	5
29) COc1ccc(CCNC(=O)c2c(C)nn(CC(C)C)c2Cl)cc1OC
    1.7	1.4	2.9	0.3	-0.6	4	-6	-4.0	0
30) O=C1c2cccnc2C(Nc2ccccc2Br)N1Cc1ccco1 (centres undefined)
    .	0.9	-0.8	-0.2	-1.3	1	-1	0.0	-11

Part of the list above in order of molecular weight, high to low.
Below each SMILES: Mtb BioA inh	TcdB inh	Vc quorum ag	PfHsp40 yeast	UGM FP inh	FBA Mtb inh	GDH-TPI inh	FadD28 binding	Y pestis TopoI
30) O=C1c2cccnc2C(Nc2ccccc2Br)N1Cc1ccco1 (centres undefined)
    .	0.9	-0.8	-0.2	-1.3	1	-1	0.0	-11
29) COc1ccc(CCNC(=O)c2c(C)nn(CC(C)C)c2Cl)cc1OC
    1.7	1.4	2.9	0.3	-0.6	4	-6	-4.0	0
21) O=C(COC(=O)C1CCC(=O)N1)Nc1ccc(Oc2ccccc2)cc1 (centres undefined)
    1.5	1.4	-0.8	-0.4	1.9	0	-6	-2.8	1
22) O=C(Nc1cccc(F)c1)c1ccc(-c2ccccc2Cl)o1
    2.1	.	-0.6	?	2.0	-1	16	-8.4	-8

As entered above:
compound 24 in Y pestis TopoI reads 18
compound 29 in Y pestis TopoI reads 0
compound 26 in Mtb BioA inh reads 0.6

The list goes on.
Below each SMILES: Mtb BioA inh	TcdB inh	Vc quorum ag	PfHsp40 yeast	UGM FP inh	FBA Mtb inh	GDH-TPI inh	FadD28 binding	Y pestis TopoI
31) O=S1(=O)CCOC(CO)CN1Cc1ccc(Cl)c(Cl)c1 (centres undefined)
    1.1	-1.4	i	-0.7	.	-2	2	-1.2	-2
32) O=C(NCc1ccccn1)c1ccc(OC2CCN(Cc3cccs3)CC2)cc1
    -0.3	1.5	i	1.0	-1.8	-5	4	-2.9	21
33) O=C(Nc1cccc(S(=O)(=O)NCc2ccco2)c1)c1cccc(Cl)c1
    -1.7	0.6	i	0.0	-1.0	-1	0	-2.3	5
34) CC1(Oc2cccc(C#N)c2)CCN(Cc2csc3ccccc23)C1 (centres undefined)
    -1.5	2.0	-0.7	.	.	-3	3	-2.4	33
35) COc1ccc(C2CC(=O)Nc3sc(=N)c4c(N)c(C#N)c(N)nc4c32)cc1OC (centres undefined)
    3.4	.	-1.9	1.0	-0.1	0	11	-2.4	-7
36) Cc1ccc(-n2c(O)c(C=NCCN(C)C)c(=O)[nH]c2=O)cc1
    .	1.7	-0.2	-0.3	-0.4	-2	-3	-2.5	-1
37) Cc1ccc(NS(=O)(=O)c2cccc3nsnc23)cc1C
    0.5	2.1	-0.6	0.4	3.3	0	3	0.6	7
38) COc1cccc(C(O)C2OC(=O)c3ccccc32)c1OC (centres undefined)
    -0.6	-0.8	i	.	4.7	-1	10	-2.2	-1
39) COc1ccc2nc(Cl)cc(Cl)c2c1
    -0.5	0.7	-0.2	0.3	-0.1	0	-8	-3.7	2
40) COc1ccc([N+](=O)[O-])c(C=CC(=O)c2ccccn2)c1
    -1.5	0.4	i	.	.	7	17	1.5	-4

Two of the compounds above, screen by screen:
11: O=C(Cc1ccsc1)Nc1cc(F)ccc1F
12: COc1ccccc1CN1C(=O)C(=O)N(Cc2cccc(C)c2)C1=O

| entry no. | 11 | 12 |
| --- | --- | --- |
| Mtb BioA inh | 1.2 | . |
| TcdB inh | 0.9 | 2.3 |
| Vc quorum ag | -9.4 | -0.3 |
| PfHsp40 yeast | 0.3 | 2.1 |
| UGM FP inh | 2.1 | -0.6 |
| FBA Mtb inh | -4 | -1 |
| GDH-TPI inh | 10 | 1 |
| FadD28 binding | -5.5 | -3.9 |
| Y pestis TopoI | 8 | 13 |

Other records follow.
Below each SMILES: Mtb BioA inh	TcdB inh	Vc quorum ag	PfHsp40 yeast	UGM FP inh	FBA Mtb inh	GDH-TPI inh	FadD28 binding	Y pestis TopoI
41) COC(=O)c1c(-c2ccc(OC)cc2)oc2ccc(-c3ccc(OC)nc3)cc12
    -0.9	0.6	-3.6	-0.9	-1.1	2	11	-0.2	4
42) COCCn1c(Cc2cccn2C)nnc1SCC(=O)Nc1nccs1
    .	0.7	-0.4	-1.0	-0.7	0	2	0.4	-5
43) O=C(CN(Cc1ccccc1F)S(=O)(=O)c1ccc(Cl)cc1)NCCC1=CCCCC1
    -1.1	.	-0.3	-0.4	-2.9	3	0	-4.3	10
44) COc1cccc(-n2c(C)nnc2SCC#N)c1
    .	.	-0.4	0.1	3.5	-1	-5	-0.6	-9
45) C/C(=N/NC(=O)c1nnn(-c2nonc2N)c1COc1ccccc1)c1ccccc1Cl
    2.4	0.0	0.5	0.3	-0.7	0	5	-3.8	-4
46) O=C(NCC(=O)N(c1ccc(F)cc1)C(C(=O)NC1CCCC1)c1cccnc1)c1ccco1 (centres undefined)
    -1.2	0.4	-0.1	-0.6	0.6	-1	-5	0.7	-7
47) COc1ccccc1NS(=O)(=O)c1ccc(Cl)cc1
    -0.3	8.5	i	0.5	-1.1	3	7	-0.4	-8
48) Cc1ccc(-n2nc(C)c3c2NC(=O)CSC3c2ccc3c(c2)OCO3)cc1 (centres undefined)
    -2.1	.	i	-0.2	1.0	0	8	-1.7	-7
49) COc1ccc(-c2csc(Nc3ccc(O)cc3)n2)cc1
    -2.3	2.4	-2.9	0.0	1.8	-1	-1	-1.2	0
50) CN(C)CCN(Cc1ccco1)S(=O)(=O)c1csc(C(N)=O)c1
    .	1.9	i	1.4	-5.8	1	0	-0.7	-9

(next part)
Below each SMILES: Mtb BioA inh	TcdB inh	Vc quorum ag	PfHsp40 yeast	UGM FP inh	FBA Mtb inh	GDH-TPI inh	FadD28 binding	Y pestis TopoI
51) N#Cc1ccc(-c2nc3ccccc3nc2-c2ccccc2)cc1C#N
    -0.5	2.0	-0.1	0.7	-1.4	6	0	-3.1	4
52) Cc1nc2sccc2c(=O)n1-c1cccc(Cl)c1
    2.9	.	-0.6	0.7	3.7	3	-12	-1.5	3
53) CN(CC(=O)Nc1ccc2c(c1)OCO2)CC(=O)Nc1ccc(F)c(F)c1F
    1.8	-0.5	i	-0.5	-0.6	-1	3	-1.9	4
54) COc1ccc(NC2CCCN(C(=O)CCc3scnc3C)C2)cc1 (centres undefined)
    -2.2	0.6	-7.7	-0.5	2.2	-1	-3	-2.4	-8
55) CCOC(=O)c1ccc(NC(=O)C(C)NS(=O)(=O)c2ccc(OC)cc2)cc1 (centres undefined)
    -1.2	.	i	0.8	-1.1	-1	24	-1.9	-3
56) CCc1ccc(N(CC(=O)NCc2ccco2)C(=O)CCC(=O)Nc2nccs2)cc1
    -0.7	-0.1	-4.0	3.0	-1.5	-3	10	-2.0	26
57) COCCNC(=O)C(c1ccc(C)cc1)N(C(=O)CCC(=O)Nc1ccccn1)c1ccc(C)cc1 (centres undefined)
    -1.8	1.8	-0.3	1.4	0.9	1	5	-1.4	18
58) Cc1nn(-c2ccc(F)cc2)c(Cl)c1/C=C/C(=O)OCC(=O)Nc1c(F)c(F)c(F)c(F)c1F
    .	1.0	i	-0.9	-0.9	1	-4	-2.4	-6
59) Cc1ccc(S(=O)(=O)C2CS(=O)(=O)CC2O)cc1 (centres undefined)
    0.7	.	-4.0	-0.7	-0.7	2	6	-0.4	3

Source: PubChem BioAssay
